LDHA block – inhibitors of human lactate dehydrogenase A | P00338 | purified LDHA, NADH/diaphorase-resazurin fluorescence; hits give low values | activity change, % (values are at about 110 or 230 µM) | hit rate 0.15% among 480,000 | AID 1347041; in the data active = activity change below about -30%; inconclusive = mostly about -25% to -30%;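 also: plate controls were DMSO wells for no effect and wells without enzyme for full effect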
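LDH5 2 nM; NADH 0.06 mM, pyruvate 0.2 mM; 200 mM Tris pH 7.4, EDTA, Tween-20; 5 min RT. Detection: diaphorase 0.133 mg/mL + resazurin 37 µM, fluorescence ex540/em590 at 0 and 20 min; normalized to enzyme-free and DMSO wells.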
APEX1 inh – blocks human APE1 abasic DNA cleavage. P27695. recombinant APE1, TAMRA/BHQ-2 abasic DNA cleavage fluorescence. Potency, µM (titrated, usually from 65.8 µM), without a hit: at the highest dose activity change, negative = inhibition, hits mostly inhibitors. hit rate 0.35% among 350,000. AID 2517;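 also: potency is read from the fitted curve at half-maximal effect; plate controls were vehicle for no effect and reference inhibitor for full effect; nearly all actives have a fitted effect of over 55% in size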
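Activity was derived from the fluorescence gain between first and third kinetic reads (60 s intervals, ex 525/em 598 nm) after 50 nM THF-abasic TAMRA/BHQ-2 duplex was added to 0.75 nM APE1 preincubated 15 min with compound.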
POLK inh – DNA polymerase kappa (human) inhibition; Q9UBT6; purified Pol kappa, fluorescent DNA synthesis assay, 10 min; Potency, µM (doses to about 107 µM), inactives show at the top dose activity, negative = inhibition, actives largely listed as inhibitors; hit rate 0.53% among 400,000; also: potency is read from the fitted curve at half-maximal effect; % is scaled to controls: 0 for no effect and ±100 for the full control effect
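Here, compound and 10 nM enzyme are combined for 15 min at room temperature; adding 50 nM substrate (final) starts DNA synthesis, tracked by fluorescence at 0 and 10 min against buffer-only wells.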
POLB inh – DNA polymerase beta (human) inhibition. Pol beta primer extension/strand displacement, fluorescence kinetic. P06746. Potency, µM (titrated, usually from 114 µM), for the others: top-dose activity change, negative = inhibition, actives largely listed as inhibitors. hit rate 1.3% among 340,000; also: potency is read from the fitted curve at half-maximal effect; % is scaled to controls: 0 for no effect and ±100 for the full control effect
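Values derive from four-parameter Hill fits of normalized kinetic data: reads at 0 and 10 min following addition of 50 nM substrate to 10 nM Pol beta preincubated 15 min with compound.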
POLH inh – inhibitors of human DNA polymerase eta; Q9Y253; recombinant Pol eta, fluorescent DNA replication assay; Potency, µM (highest dose often 114 µM), without a hit: top-dose activity change, negative = inhibition, actives largely listed as inhibitors; hit rate 1.2% among 390,000; AID 588591; also: potency is read from the fitted curve at half-maximal effect; % is scaled to controls: 0 for no effect and ±100 for the full control effect
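Fluorescent replication assay: 50 nM final substrate added after a 15 min room-temperature compound preincubation with 10 nM enzyme. Signal taken at 0 min and again at 10 min.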
POLI inh – DNA polymerase iota (human) inhibition; Potency, µM (highest dose often 115 µM), for inactives: at the top dose activity, negative = inhibition, hits mostly inhibitors; hit rate 1% among 390,000; AID 588590; Q9UNA4; Pol iota fluorescent replication assay, 10 min; also: potency is read from the fitted curve at half-maximal effect
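Fluorescent replication assay read twice, at 0 min and 10 min after adding 50 nM (final) substrate. Enzyme (10 nM) and compounds were first incubated 15 min at room temperature; enzyme-free buffer wells were negative controls.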
BLM inh – blocks DNA unwinding by human BLM helicase; recombinant BLM DNA unwinding, fluorescence dequenching; Potency, µM (highest dose often 56.1 µM), without a hit: top-dose activity change, negative = inhibition, hits mostly inhibitors; hit rate 0.2% among 350,000;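 also: potency is read from the fitted curve at half-maximal effect; plate controls were vehicle for no effect and no enzyme for full effect; nearly all actives have a fitted effect of over 35% in size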
Target sequence (P54132 whole entry, looked up): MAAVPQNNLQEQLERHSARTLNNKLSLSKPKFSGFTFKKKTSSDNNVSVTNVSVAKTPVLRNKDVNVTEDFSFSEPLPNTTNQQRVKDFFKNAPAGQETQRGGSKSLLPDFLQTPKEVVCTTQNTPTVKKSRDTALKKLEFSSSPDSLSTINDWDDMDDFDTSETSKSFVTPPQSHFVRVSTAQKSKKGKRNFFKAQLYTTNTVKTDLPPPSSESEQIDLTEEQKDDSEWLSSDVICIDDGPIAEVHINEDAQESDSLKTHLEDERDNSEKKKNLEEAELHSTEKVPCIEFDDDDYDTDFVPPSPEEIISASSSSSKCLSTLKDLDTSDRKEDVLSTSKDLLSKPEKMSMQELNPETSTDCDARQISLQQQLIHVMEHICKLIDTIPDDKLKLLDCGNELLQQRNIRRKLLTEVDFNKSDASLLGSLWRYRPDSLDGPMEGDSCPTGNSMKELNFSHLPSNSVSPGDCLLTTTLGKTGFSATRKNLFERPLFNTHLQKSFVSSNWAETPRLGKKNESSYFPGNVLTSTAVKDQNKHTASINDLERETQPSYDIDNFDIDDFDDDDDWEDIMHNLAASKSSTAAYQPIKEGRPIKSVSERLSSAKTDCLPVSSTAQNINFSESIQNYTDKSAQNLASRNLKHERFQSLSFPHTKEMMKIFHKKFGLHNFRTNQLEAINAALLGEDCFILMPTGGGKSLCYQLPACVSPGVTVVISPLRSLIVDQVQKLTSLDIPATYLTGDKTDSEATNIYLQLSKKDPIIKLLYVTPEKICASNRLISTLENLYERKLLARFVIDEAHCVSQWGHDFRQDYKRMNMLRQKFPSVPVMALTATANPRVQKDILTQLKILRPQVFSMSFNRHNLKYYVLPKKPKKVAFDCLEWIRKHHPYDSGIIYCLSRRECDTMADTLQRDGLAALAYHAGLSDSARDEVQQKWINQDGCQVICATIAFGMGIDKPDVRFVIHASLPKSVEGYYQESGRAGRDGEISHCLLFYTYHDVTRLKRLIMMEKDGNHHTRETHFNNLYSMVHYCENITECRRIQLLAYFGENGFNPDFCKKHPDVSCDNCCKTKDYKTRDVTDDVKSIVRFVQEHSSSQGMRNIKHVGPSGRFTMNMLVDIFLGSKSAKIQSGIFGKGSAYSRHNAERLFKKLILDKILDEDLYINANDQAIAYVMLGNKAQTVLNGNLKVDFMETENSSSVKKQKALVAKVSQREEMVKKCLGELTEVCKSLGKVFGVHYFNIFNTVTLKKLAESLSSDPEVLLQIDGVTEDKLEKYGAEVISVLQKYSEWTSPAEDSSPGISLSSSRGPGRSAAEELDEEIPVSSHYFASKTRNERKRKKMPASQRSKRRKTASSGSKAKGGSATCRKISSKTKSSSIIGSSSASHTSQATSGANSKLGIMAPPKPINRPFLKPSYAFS
Anesthetic bind – candidate novel general anesthetic via apoferritin binding; P02791; apoferritin/1-aminoanthracene competitive binding, fluorescence; Potency, µM (doses to about 77.5 µM), for inactives: at the top dose activity change, negative = displacement, usual class: inhibitors; hit rate 0.074% among 350,000; also: potency is read from the fitted curve at half-maximal effect; % is scaled to controls: 0 for no effect and ±100 for the full control effect; nearly all actives have a fitted effect of over 20% in size
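Read-out: endpoint 1-AMA fluorescence, excitation 380 nm and emission 535 nm, after compounds sit 10 min at room temperature with 10 uM horse-spleen apoferritin in 50% saturated 1-AMA/PBS. Values come from four-parameter Hill fits.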
GRP78 ERSR act – inducers of ER stress response in human glioma cells; U87-MG GRP78 promoter luciferase reporter, 16 h; Potency, µM, inactives show at the top dose activation, hits mostly activators; hit rate 0.02% among 420,000; AID 602332; also: potency is read from the fitted curve at half-maximal effect; series mostly up to about 76 µM; % of control where 0% means no effect; nearly all actives have a fitted effect of over 35% in size
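ERSR induction read as luciferase luminescence (Bright-Glo, 10 min at room temperature) in stably transfected human U87-MG glioma cells exposed to compounds for 16 h, using GRP78 as sensor.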
Starred values were filed as active, the others as inactive; u = inconclusive; x = not tested or not shown; & = joins results of further samples; [ ] = remark or other dose. Unless noted, calls follow the shape of the dose curve; as a rule, active = well fitted curve in the direction sought with a large enough effect; inconclusive = small, poorly fitted or top-dose-only effect, or another doubt; inactive = no such curve, though single readings can be large; an effect the other way counts as inactive or inconclusive. Not all compounds are listed; count on the stated rates, not on these rows.

| molecule | LDHA block | APEX1 inh | POLK inh | POLB inh | POLH inh | POLI inh | BLM inh | Anesthetic bind | GRP78 ERSR act |
| --- | --- | --- | --- | --- | --- | --- | --- | --- | --- |
| COC(=O)CC1=C(C(=O)OC)C2(C(=O)Nc3c(C)cccc32)C(C#N)=C(N)O1 (stereo not drawn) | 9.8 | 13.5% | -3.9% | 3.6% | -14.6% | 4.0% | 1.9% | -9.8% | -4.6% |
| ClC(Cl)(Cl)c1ccccc1 | -1.0 | u | -23.3% | x | -7.9% | -10.2% | x | x | -4.7% |
| Cc1[nH]nc2ccc(-c3cncc(OC[C@@H](N)Cc4c[nH]c5ccccc45)c3)cc12 | -7.3 | x | -32.2% | x | -11.9% | -24.3% | x | x | -9.4% |
| Cc1cc(=O)oc2cc3c(cc12)CCCN3 | 4.0 | -8.8% | 2.5% | 10.0% | -13.7% | 2.0% | 1.1% | 989.7%[activator] | 3.3% |
| c1ccc2c(c1)[nH]c1cnccc12 | -12.1 | 23.0% | 2.7% | 33.9% | -16.1% | 18.0% | 5.6%&-8.9% | 93.7%[activator] | -2.1%&1.8% |
| O=C(COC(=O)Cc1ccccc1)NNC(=O)c1ccc([N+](=O)[O-])cc1 | -4.2 | -7.4% | -4.9% | x | u | -5.1% | x | x | -4.5% |
| Cc1ccc(C(=O)N2CCc3cc(CNC(=O)c4ccnn4C)ccc32)cc1 | -1.0 | x | -3.5%[60.1 µM] | 32.3% | 14.3% | -6.4% | -2.3% | -17.1% | -0.7% |
| COc1cc(C2c3cc4c(cc3C(O)C3COC(=O)C23)OCO4)cc(OC)c1O (stereo not drawn) | x | 1.6% | -5.3%[60.1 µM] | x | x | x | 2.3% | 4.9% | -6.6% |
| COc1ccc(NC(c2ccccc2)P(=O)(Oc2ccccc2)Oc2ccccc2)cc1 (stereo not drawn) | 1.9 | -0.7% | -2.0% | -10.3% | -28.6% | 11.9% | -4.9% | -8.9% | -4.9% |
| c1cc2n(c1)-c1c(ccc3c1OCO3)CNC2c1ccc2c(c1)OCO2 (stereo not drawn) | -1.0 | 15.1% | 0.5% | 0.8% | -8.4% | -3.0% | -11.6% | 1.2% | 4.3% |
| CCOC(=O)c1nc2ccccc2c(=O)n1-c1ccc(C)cc1 | -2.5 | 1.1% | -4.5% | 8.5% | -0.4% | 2.7% | -1.1% | -11.6% | -5.1% |
| CCOc1ccc(S(=O)(=O)N(C)c2ccc(OCC(=O)N3c4ccc(C)cc4C4CN(C)CCC43)cc2)cc1 (stereo not drawn) | -0.3 | -2.8% | -16.8% | -7.6% | -13.4% | 61.6%[activator] | -1.8% | -9.8% | -6.4% |
| CN(C)CCCOc1nn(Cc2ccccc2)c2ccccc12 | -2.8 | 24.5% | -16.3% | 33.1%[activator] | -21.1% | -1.3% | 8.1% | -12.7% | -2.4%&-4.8% |
| COC(=O)C1=C(c2ccc(C(C)=O)cc2)C[C@@H]2CC[C@H]1N2C(=O)NCCO | 2.3 | -2.5% | -7.2% | x | -10.7% | u | x | x | -5.6% |
| C=C1[C@@H](C)[C@H]2[C@H](Cc3ccccc3)NC(=O)[C@]23[C@H](OC(C)=O)/C=C/[C@](C)(O)C(=O)[C@@H](C)C/C=C/[C@H]3[C@@H]1O | x | 10.5%&22.7% | 1.9%[60.1 µM] | x | x | x | -0.2% | -6.5%&2.2% | -4.3%&-3.5% |
| C=Cc1cc(OC)c2c(c1)c(=O)oc1c2cc(OC)c2c(O)ccc(C3OC(C)C(O)C(C)(O)C3O)c21 (stereo not drawn) | 15.6 | x | 3.98µM* | x | 1.41µM* | 2.51µM* | x | x | -6.9% |
| O=[N+]([O-])c1[nH]cnc1Br | -5.6 | x | 5.4% | x | -10.3% | -7.7% | x | x | 2.0% |
| CN(c1ccc(OCC(=O)N2CCN(C/C=C/c3ccccc3)CC2)cc1)S(=O)(=O)c1cccs1 | -1.1 | -3.9% | 4.1% | -4.2% | -7.0% | -7.8% | -9.5% | -7.5% | -5.7% |
| O=[N+]([O-])NC1=NCCN1Cc1ccc(Cl)nc1 | -7.4 | -9.2% | 0.0% | 8.7% | -5.0% | 25.6% | -2.4%&0.8% | -3.7%&-6.3% | -1.6%&-2.0% |
| c1cc2c(cc1[C@H]1OC[C@H]3[C@@H]1CO[C@H]3c1ccc3c(c1)OCO3)OCO2 | 0.4 | -4.8% | 11.9% | x | -7.2% | 8.3% | x | x | 0.2% |
| Cn1cccc1CNCCc1ccccc1 | x | 0.6% | x | 27.8% | x | x | 0.3% | -8.2% | x |
| CCN(CCCl)c1cc(CN(C)C)cc(NC(=O)c2ccc(C(=O)Nc3cc(CN(C)C)cc(N(CC)CCCl)c3)cc2)c1 | 5.3 | x | u | x | 11.2µM* | 28.2µM* | x | x | -13.4% |
| CC/C(=N\NC(=O)c1ccccc1O)c1c(O)n(Cc2ccccc2)c(=O)[nH]c1=O | -4.4 | 0.0% | -6.4% | -17.3% | u | u | -5.3% | 3.4% | 5.0% |
| COc1cccc(O)c1CN1CCCC(C(=O)c2ccccc2SC)C1 (stereo not drawn) | -5.4 | 21.7% | -12.6% | 27.9% | -18.5% | 193.7%[activator] | -5.4% | -20.1% | 9.0% |
| CN=C1CN(O)C(c2ccccc2)c2cc(Cl)ccc2N1 (stereo not drawn) | -7.4 | x | -4.6% | x | -3.2% | 6.8% | x | x | -3.9% |
| COC(=O)C1=C(c2ccc(-c3ccccc3)c(F)c2)C[C@@H]2CC[C@H]1N2C(=O)NCc1cccc2ccccc12 | -5.4 | 11.9% | -6.0% | x | -4.4% | -0.1% | x | x | -2.7% |
| CC1=C(/C=C/c2ccccc2)CCN(C)C1 | -1.7 | 5.4% | -8.9% | 1.6% | -5.2% | 1.7%[58.9 µM] | 43.7%[activator] | -17.3% | 0.8% |
| Cc1cccc(-n2c(O)c(C=NCCN3CCCCC3)c(=O)[nH]c2=O)c1 | -2.0 | 0.1% | 2.4% | -6.4% | -16.4% | -3.1% | 1.2% | -4.4% | -6.0% |
| C#CCN1CCN(c2cccc(C(F)(F)F)c2)CC1 | -5.9 | -4.0% | 10.1% | 18.4% | -21.9% | 55.2%[activator] | -2.3% | -2.2% | -1.5% |
| NC(=O)Nc1cccc(C(F)(F)F)c1 | -2.6 | 2.6% | -12.1% | -1.3% | -8.1% | -6.9% | -1.2% | -2.7% | -4.7% |
| Cc1ccc(-c2nc3ccccc3c(=O)n2-c2cccc(O)c2)cc1 | -1.6 | -5.3% | 7.0% | 8.5% | -11.3% | 34.9%[activator] | -4.1% | -13.4% | 1.4% |
| COc1ccc(-n2c(O)c(C(C)=NCc3ccc4c(c3)OCO4)c(=O)[nH]c2=O)cc1 | -6.1 | -1.3% | 1.4% | -9.3% | -13.4% | 185.6%[activator] | -1.3% | -1.8% | -3.5% |
| CCN(CC)C(=O)Oc1ccc2cc(Br)ccc2c1 | 2.3 | -3.2% | -2.6% | 6.8% | -21.4% | 11.2% | -9.1% | u | 6.9% |
| CCOc1nc(NC(C)C)nc(N2CC3CC(C2)c2cccc(=O)n2C3)n1 (stereo not drawn) | -3.5 | 1.2% | -0.8% | -17.7% | -17.4% | -4.2% | -2.0% | 0.9% | 0.7% |
| C=CCSc1nc2c(c(-c3ccsc3)c1C#N)CN(C)CC2 | 13.3 | -1.8% | -9.2% | -19.1% | 4.1% | 189.1%[activator] | -8.2% | -10.3% | -3.1% |
| CCCC12CN3CCN(C1)CC(CCC)(C3)C2=O | -2.5 | -2.7% | -5.8% | 0.6% | 8.7% | 47.0%[activator] | -1.8% | 2.8% | -3.7% |
| COC(=O)c1cncn1C(C)c1ccccc1 (stereo not drawn) | -2.6 | 3.9% | -1.0% | -18.8% | -5.2% | u | 2.3% | -7.4% | 0.5%&-5.1% |
| CC(C)[C@]12O[C@H]1[C@@H]1O[C@]13[C@]1(O[C@H]1C[C@H]1C4=C(CC[C@@]13C)C(=O)OC4)[C@@H]2O | x | 5.0%&-2.3% | 3.9%[19.4 µM] | -27.5% | x | x | -1.7% | 0.2%&2.8% | -3.8% |
| C=CCO[C@@H](Cn1ccnc1)c1ccc(Cl)cc1Cl | x | 0.5%[21 µM] | -8.4%[12 µM] | x | x | x | 0.3%[21.4 µM] | -1.0%[29.3 µM] | -1.7% |
| CCCCN=C[C@]12CCC(O)CC1(O)CCC1[C@@H]2CC[C@]2(C)[C@H](C3C=CC(=O)O3)CCC12O (stereo partly drawn) | -6.8 | 13.8% | -3.1% | 1.2% | 9.0% | -15.6% | -0.4% | 5.4% | -7.1% |
| CC1CN=C(NCc2ccc(F)cc2)S1 (stereo not drawn) | -8.8 | 3.9% | -16.5% | 2.8% | -17.5% | 12.2% | -3.9% | -10.5% | -1.1% |

From PubChem BioAssay
